Pf apPOL block: Pf-apPOL DNA polymerase inhibition; 210,000 tested, 0.25% active; Recombinant Pf-apPOL, molecular beacon fluorescence, 1.5 h; inhibition, % at 10 µM
mHTT CaM bind: inhibitors of human mutant huntingtin-calmodulin interaction. 190,000 tested, 3.6% active. AlphaScreen His-mHTT/GST-CaM binding, luminescence. inhibition, % at 15 µM. P42858;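 also: 0% = both proteins with DMSO and 100% = one protein alone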
An asterisk follows results filed as active; i = inactive; x = no result given; & = joins results of further samples; ! = repeats disagree. Rule as the data show it: active = inhibition above about 50%; inactive = the rest.

Start of the data: the first three compounds, to show the layout:
SMILES | Pf apPOL block | mHTT CaM bind
O=C(Cc1ccc(Cl)c(Cl)c1)N1N=C(C2CC2)CC1(O)C(F)(F)F (stereo unspecified) | -17.6 | -3.0
Cc1ccc(-c2nc(-c3cccc([N+](=O)[O-])c3)no2)cc1Cl | -17.1 | -1.6
O=C(Cn1ccc2sccc2c1=O)Nc1cc(F)cc(F)c1 | 0.1 | -6.7

All compounds of this part, previewed entries included:
SMILES | Pf apPOL block | mHTT CaM bind
O=C(Cc1ccc(Cl)c(Cl)c1)N1N=C(C2CC2)CC1(O)C(F)(F)F (stereo unspecified) | -17.6 | -3.0
Cc1ccc(-c2nc(-c3cccc([N+](=O)[O-])c3)no2)cc1Cl | -17.1 | -1.6
O=C(Cn1ccc2sccc2c1=O)Nc1cc(F)cc(F)c1 | 0.1 | -6.7
CCOC(=O)c1cc(C)nc(Sc2ccccc2NC(=O)c2cccs2)c1C#N | -4.2 | x
COC(=O)Oc1ccc2c(=O)c(-c3ccccc3Cl)coc2c1 | -3.7&-2.7 | 61.0*!
Cc1ccc(-c2nn(-c3ccccc3)cc2C=O)cc1 | -3.6 | -10.0
O=C1CCN(S(=O)(=O)c2ccc(Oc3ccc([N+](=O)[O-])cc3)cc2)C2CCCCC12 (stereo unspecified) | -8.4 | 6.0
O=C(Nc1cccc(I)c1)c1cccc(NC(=O)c2ccco2)c1 | -0.8 | -9.0
CCNC(=O)c1cncc(-c2cccc(F)c2)c1 | -5.0 | -6.0
Cc1cccc(-c2nccc(C3CCCN(C(=O)C4CC4)C3)n2)c1 (stereo unspecified) | -0.8 | 14.2
O=C(c1ccsc1)N1CCCC(c2n[nH]c(=O)n2-c2ccccc2)C1 (stereo unspecified) | -11.1 | 1.4
COc1ccc(C(C)NC(=O)c2c(C)noc2-c2ccccc2C)cc1 (stereo unspecified) | -0.2 | -2.0
O=C(NC1CC1)C1CCN(c2nc3ccsc3c(=O)n2Cc2ccccc2)CC1 | -3.5 | 0.1
O=C(Nc1cccc(NC(=O)c2ccc3c(c2)OCO3)c1)c1ccc2c(c1)OCO2 | -3.5 | 0.5
c1ccc(N2CCN(c3ncnc4sc5c(c34)CCC5)CC2)cc1 | -6.0 | -4.8
Cc1cc(C)cc(C(=O)N2CCCC(C(=O)Nc3ccc(F)cc3)C2)c1 (stereo unspecified) | 1.6 | 0.1
CCOC(=O)c1csc(NC(=O)Cc2csc3nc(-c4ccc(C)cc4)cn23)n1 | -2.2 | 7.6
COc1ccccc1-c1coc2cc(OS(C)(=O)=O)ccc2c1=O | -4.6 | 0.7
Nn1c(CO)nnc1SCc1cc(Cl)cc2c1OCOC2 | x | 1.4
c1ccc(CN2CCN(Cc3nc4ccccc4[nH]3)CC2)nc1 | -2.8 | -8.5
Cc1c(Cl)cccc1S(=O)(=O)N1CCCC1c1nc(-c2cccc(F)c2)no1 (stereo unspecified) | -3.6 | -7.5
O=C(COc1ccccc1Cl)N1CCCCCC1 | -4.8 | -6.2
O=C1C(=Cc2ccco2)N2CCC1CC2 | 2.4 | x
CCCCC(C(=O)NN=Cc1ccc(C(C)C)cc1)C(=O)NN=Cc1ccc(C(C)C)cc1 (stereo unspecified) | 1.2 | x
O=C(NC1CCCCCC1)c1ccccc1[N+](=O)[O-] | 2.6 | -10.0

Reprinted from the part before: 6 entries, followed by the next part.
SMILES | Pf apPOL block | mHTT CaM bind
c1ccc(CN2CCN(Cc3nc4ccccc4[nH]3)CC2)nc1 | -2.8 | -8.5
Cc1c(Cl)cccc1S(=O)(=O)N1CCCC1c1nc(-c2cccc(F)c2)no1 (stereo unspecified) | -3.6 | -7.5
O=C(COc1ccccc1Cl)N1CCCCCC1 | -4.8 | -6.2
O=C1C(=Cc2ccco2)N2CCC1CC2 | 2.4 | x
CCCCC(C(=O)NN=Cc1ccc(C(C)C)cc1)C(=O)NN=Cc1ccc(C(C)C)cc1 (stereo unspecified) | 1.2 | x
O=C(NC1CCCCCC1)c1ccccc1[N+](=O)[O-] | 2.6 | -10.0
O=C(CCCN1C(=O)c2cccnc2C1=O)Nc1ccc(F)c(F)c1 | -14.7 | 8.0
CCOc1ccc(Nc2ncnc3c2nc2n3CCCCC2)cc1 | -3.6 | -1.8
O=CNC(c1ccccc1)c1cccc([N+](=O)[O-])c1 (stereo unspecified) | 0.0 | 0.3
O=C1CCC(C(=O)NCC23CC4CC(CC(C4)C2)C3)N1 (stereo unspecified) | x | -3.7
CC(C)Sc1nc2ccc([N+](=O)[O-])cc2s1 | -5.3 | 12.8
COCCCNC(=S)Nc1cccc(Cl)c1C | -5.3 | x
Cc1ccc(-n2nc(C)cc2C)nn1 | 1.5 | x
CNC(=S)Nc1ccc(Oc2ccccc2)cc1 | -32.1 | x
O=C(NCc1nnnn1-c1cccc(F)c1)c1ccccc1C(F)(F)F | 1.7 | -10.1
O=C1CC(c2ccc(Cl)cc2)c2c(n[nH]c2-c2ccccc2)N1 (stereo unspecified) | -1.5 | -2.8
Cc1n[nH]c(C)c1NC(=O)c1ccc(Cl)cc1 | -1.4 | -1.8
Cc1cc(O)c(C(C)C)cc1NC(=O)c1cc(C(C)(C)C)oc1C | 1.4 | 20.0
Cc1ccc(CNC(=O)C2(C)Oc3cccnc3NC2=O)cc1 (stereo unspecified) | -5.5 | -5.5
COc1c(S(=O)(=O)Nc2ccc(CC(=O)O)cc2)ccc(Cl)c1Cl | -4.2 | -3.0
COc1ccc(-c2[nH]nc3c2C(c2cc(Cl)c(O)c(OC)c2)C(C#N)=C(N)O3)cc1 (stereo unspecified) | 2.8 | 32.0
Oc1cccnc1N=Cc1cc(I)cc(I)c1O | -1.4 | 90.0*
COc1ccc(OC)c(CNC(=O)C2CCCN(c3nnc4c(Cl)cccn34)C2)c1 (stereo unspecified) | -2.9 | 6.9
CC(C)CN(CC(C)C)S(=O)(=O)c1ccc(C(=O)Nc2nc(-c3ccccn3)cs2)cc1 | -3.8 | 52.0*
C=CCNC(=O)C1CCN(S(=O)(=O)N2CCC3(CC2)OCCO3)CC1 | -19.9 | 1.0
CC(=O)C1=C(O)C(=O)N(c2ccc(C(=O)O)cc2)C1c1ccc(Cl)cc1 (stereo unspecified) | -4.9 | -2.9
CCn1cc2c3c(cccc31)CN(C(=O)Nc1cccc(C)c1C)CC2 | -6.0 | 19.5
Cc1cccc(NC(=O)CSc2ncnc3ccccc23)c1C | -3.9 | -8.2
COc1ccccc1CN1C(=O)c2ccccc2C1C(=O)NCCc1ccccc1 (stereo unspecified) | -3.6 | 25.0
COCCn1c(=N)c(S(=O)(=O)c2ccc(C)cc2)cc2c(=O)n3cccc(C)c3nc21 | -12.9 | -1.0
CCCS(=O)(=O)Nc1cccn2nc(C3CCC3)nc12 | 0.7 | 2.9

New compounds follow.
SMILES | Pf apPOL block | mHTT CaM bind
CCCCN(C)Cc1ccccc1OC | -1.1 | -13.8
COC(=O)C(C)Oc1ccc2c(c1)OC(=Cc1cccc(OC)c1)C2=O (stereo unspecified) | -2.2 | -6.4
COc1ccc(-c2ccc3c(N)c(C(=O)Nc4ccc(F)cc4F)sc3n2)cc1 | -3.1 | -9.0
CC1CCCC(C)N1CC(O)COc1ccc(C23CC4CC(CC(C4)C2)C3)cc1 (stereo unspecified) | -0.4 | 100.3*
Cc1ccc(S(=O)(=O)N(C(F)F)C(C)(C)C)cc1 | -19.3 | -3.1
Cc1cc(C)nc(NS(=O)(=O)c2ccc(NC(=O)c3ccc(-c4ccccc4)cc3)cc2)n1 | -42.3 | 48.9
CCCCOc1ccc(C=CC(=O)O)cc1 | -7.7 | 0.3
CCCCN(Cc1ccccc1)c1ncnc(N)c1[N+](=O)[O-] | -2.5 | 30.0
O=C(C1CCCCC1)N1CCCC2(CC(c3cccc(Cl)c3)=CO2)C1 (stereo unspecified) | -2.3 | 35.8
Cc1cc(Br)ccc1OCC(=O)Nc1ccc(C(N)=O)cc1 | -10.1 | -4.1
Cc1cc(N2CCOCC2)nc2ccc(NC(=O)/C=C/c3ccccc3Cl)cc12 | -3.0 | 38.0
COc1ccc(/C=c2\sc3nc4ccccc4n3c2=O)cc1I | -1.2 | -13.0
COc1ccc(-n2nc(C(=O)NCC(=O)NC3CCCCCC3)c3ccccc3c2=O)c(OC)c1 | -1.3 | 22.0
C(=N\N1CCN(C2c3ccccc3-c3ccccc32)CC1)/c1cccc2ccccc12 | x | i
CC(C)(C)N1C(=O)c2ccc(C(=O)Nc3ccc([N+](=O)[O-])cc3Cl)cc2C1=O | -6.0 | 1.5
Cc1ccc(Sc2nccnc2N2CCC(C(=O)NC3CC3)CC2)cc1 | -2.8 | -1.3
COc1ccc(-c2c(C)c3ccc(OC)cc3oc2=O)cc1 | -30.0 | -16.1
CC1CCN(CCC(=O)N2CCCc3c2c(=O)oc2ccc(O)cc32)CC1 | 2.0 | -5.0
CN(C)S(=O)(=O)c1ccc(C(=O)N(Cc2cccs2)Cc2cccn2C)cc1 | -3.7 | 11.8
O=[N+]([O-])c1ccc(Oc2ncnc3cc(Cl)ccc23)nc1 | 6.6 | x
Cc1ccc(N2CCN(C(=O)c3ccc(Br)cc3)C(C)C2=O)cc1F (stereo unspecified) | -3.2 | -1.6
CCN(CC)Cc1c(O)ccc2c(=O)c(Oc3ccc(OC)cc3)coc12 | -8.0 | 5.5
CCC(CC)C(=O)Nc1cccc(C(C)=O)c1 | 0.5 | 0.3
O=C(Nc1cccc(F)c1)C12CC3CC(CC(C3)C1)C2 | 0.6 | -7.4
Cc1n[nH]c(C)c1CCC(=O)NCc1cc(-c2cccs2)on1 | 1.0 | -4.2

Random excerpt: two entries already listed, in no set order.
SMILES | Pf apPOL block | mHTT CaM bind
CCCCN(C)Cc1ccccc1OC | -1.1 | -13.8
O=[N+]([O-])c1ccc(Oc2ncnc3cc(Cl)ccc23)nc1 | 6.6 | x

Continuation:
SMILES | Pf apPOL block | mHTT CaM bind
CCOC(=O)c1cccc(NC(=O)Cn2cc3c(n2)CCCCC3)c1 | -5.3 | -5.4
NC(Cc1c[nH]c2ccccc12)C(=O)NCc1ccccc1 (stereo unspecified) | -16.6 | 4.0
CCCS(=O)(=O)N1CCC(n2c(C)nc3cccnc32)C1 (stereo unspecified) | -3.9 | -9.8
CC(C)C1C(=O)N(Cc2cn(CCC3OCCCO3)nn2)CCS(=O)(=O)N1Cc1ccc(-c2ccc(Cl)nc2)cc1 (stereo unspecified) | -26.7 | 29.6
Cn1c(=S)n(CN2CCOCC2)c2ccccc21 | x | -3.8
CNC(=O)C1CCC(=O)N1Cc1ccccc1Cl (stereo unspecified) | -13.9 | -3.0
Cc1ccc(C2=NN(C(=O)CCCC(=O)O)C(c3cc4ccccc4nc3Cl)C2)cc1 (stereo unspecified) | -5.2 | 6.0
CC(COc1ccc(C(C)C)cc1)NC(=O)c1cccs1 (stereo unspecified) | -4.6 | -24.4
Cc1ccc(NC(=O)c2cc3c(=O)n(C)ccc3n2C)cc1Cl | -1.2 | 1.3
Cc1cc(C)cc(-n2nnc(C(=O)NCc3cccs3)c2N)c1 | -5.8 | 0.0
CN(C)CCNC(=O)c1ccc2c(c1)NC(=O)C1CCCCN21 (stereo unspecified) | -6.5 | 0.1
O=C(c1ccc2cc[nH]c2c1)N1CC2CC1CC2NS(=O)(=O)c1ccccc1 (stereo unspecified) | -0.2 | -1.5
O=C(CCn1cnc2c(cnn2-c2ccccc2)c1=O)Nc1ccc2c(c1)OCCO2 | -5.1 | -7.1
COc1cc(Br)c(CN2CCN(c3ccccc3F)CC2)cc1OC | -4.4 | -5.4
CC(=O)c1c(C)[nH]c(C(=O)OC(C)(C)C)c1C | x | -5.8
O=C(Cc1cccs1)NCCC1=CCCCC1 | -8.3 | -3.2
COCc1noc(C2CCCCN2C(=O)c2c[nH]c3ccccc23)n1 (stereo unspecified) | 2.1 | -0.1
COc1ccc(CCNC(=O)C(=O)NCC2CCCN2S(=O)(=O)c2ccccc2)cc1 (stereo unspecified) | -7.5 | -1.9
O=C(Nc1ccc(S(=O)(=O)N2CCCCC2)cc1)c1cccc([N+](=O)[O-])c1 | -2.8 | 16.4
O=C(c1ccccc1)c1cc(Cl)cc2c1NC(C(=O)O)C1CC=CC21 (stereo unspecified) | -1.1 | 5.7
CC(=O)NC(N)=NCCCC(N)C(=O)O (stereo unspecified) | -6.4 | -1.6
COc1cccc(N2CCN(C(=O)c3ccc(-c4cccs4)nc3)CC2)c1 | 0.7 | 16.8
CCOc1ccc(S(=O)(=O)NCC(c2cn(C)c3ccccc23)N(C)C)cc1F (stereo unspecified) | -6.5 | -6.1
O=C(COc1ccc([N+](=O)[O-])cc1)Nc1ccc(S(=O)(=O)Nc2nccs2)cc1 | -3.6 | 7.0
Cc1ccc(C(=O)Nc2ccc(F)c(Cl)c2)c(Cl)c1 | -11.3 | -13.0

(list continues)
SMILES | Pf apPOL block | mHTT CaM bind
O=C(Cc1ccccc1)Nc1c2c(nn1-c1ccc(F)cc1)CS(=O)(=O)C2 | -5.3 | 3.0
COc1ccc(C=CC(=O)c2cc(F)ccc2O)c(OC)c1 | 1.0 | 23.5
Cc1ccnc(N2CCCC(C(=O)NC3CC3)C2)n1 (stereo unspecified) | 1.0 | -13.4
COc1ccc(-n2ccnc2SCC(=O)NC2CCCC2)c(OC)c1 | -0.3 | -7.3
COC(=O)c1sc2scc(C)c2c1C | 63.6*! | x
COc1ccccc1N1CCN(C(=O)c2cc(Br)ccc2Cl)CC1 | -3.5 | 7.8
CC(C)(C)NC(=O)c1ncn(-c2ccccc2)n1 | -4.1 | -2.8
CC1CCc2c(sc(NC(=O)C3CCN(S(=O)(=O)c4cccs4)CC3)c2C#N)C1 (stereo unspecified) | -1.9 | 2.2
O=C(Nc1nnc2ccccn12)c1ccc(F)cc1 | -7.7 | 24.2
CCC(=O)N1c2ccccc2NC2=C(C(=O)CC(c3ccco3)C2)C1c1ccco1 (stereo unspecified) | -3.7 | 3.4
N#Cc1cc(Sc2nc3ccccc3o2)c([N+](=O)[O-])cc1C#N | -2.5 | 2.0
COc1ccc(C2=C(NCCc3ccc(S(N)(=O)=O)cc3)c3ccccc3C2=O)cc1 | 0.1 | 31.0
COc1ccc(Cl)cc1/C=C1\C(=O)Nc2ccc(Br)cc21 | -6.4 | 13.0
Cc1ccc2c(c1)N(C(C)C(=O)NCc1ccccn1)C(=O)CO2 (stereo unspecified) | -4.5 | 10.0
CC(=O)Nc1sc2c(c1C#N)CCC2 | -1.5 | -6.6
